# DAX1 inh-1 – DAX1 (NR0B1) inhibitors on StAR promoter, primary screen, cell-based, luminescence, SF-1 (NR5A1), full-length DAX-1. HEK293T StAR-luciferase reporter, SF-1/DAX-1 repression relief. inhibition, % at 6.8 µM. 1.1% of 370,000 active. AID 652010, 2013;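 active = inhibition above the mean over all tested compounds plus 3 SD, cut at about 3.6% in these data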;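 note: 0% = DAX-1 cells with DMSO and 100% = cells lacking DAX-1 with DMSO; higher inhibition means more luminescence from relief of DAX-1 repression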
# PLCg1 inh – PLC-gamma1 enzyme inhibitors, primary screen, biochemical, fluorescence, purified enzyme; fluorogenic substrate; AID 720700, 2013; 1-phosphatidylinositol 4,5-bisphosphate phosphodiesterase gamma-1 (Homo sapiens), P19174; 0.84% of 370,000 active; inhibition, % at 12.2 µM; in the data active = inhibition above about 9.5%
# hgDAF-12 ag – H. glycines DAF-12 receptor agonists, primary screen, cell-based, luminescence, HEK293, GAL4 fusion, UAS-luciferase. HEK293 GAL4-hgDAF12 UAS-luciferase reporter, agonist luminescence; normalized to butyrate control. activation, % at 6.8 µM. 1.8% of 370,000 active;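 active = activation above a cutoff set at the mean of all screened compounds plus 3 SD, cut at about 10% in these data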;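 note: 0% = DMSO wells and 100% = sodium butyrate wells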
# GAA850 FXN act – FXN promoter activators, primary screen, cell-based, luciferase luminescence, HEK293 lucGAA850; 0.56% of 360,000 active; AID 540364, 2011; activation, % at 6 µM; HEK293 lucGAA850 FXN promoter luciferase reporter, 24 h; percent of 10 µM SAHA response;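 active = activation above the average of all compounds screened plus 3 SD, cutoff fixed separately per campaign, cut at about 7.5% in these data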;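 note: 0% = DMSO wells and 100% = 10 µM SAHA wells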
# hcDAF-12 act – H. contortus DAF-12 nuclear receptor activators, primary screen, cell-based, luminescence, HEK293, lit1-tk-luc reporter | HEK293 hcDAF-12 lit1-tk-luc reporter; 0% DMSO, 100% Δ7-dafachronic acid | activation, % at 6.8 µM | 1.4% of 370,000 active;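 active = activation above the mean of all tested compounds plus 3 SD, cut at about 5.5% in these data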;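 note: 100% = response to 3 µM Δ7-dafachronic acid high control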
# ADAM17 inh – ADAM17 inhibitors, primary screen, biochemical, QFRET. 0.83% of 370,000 active. inhibition, % at 6.95 µM. recombinant ADAM17, EDANS/DABCYL FRET peptide cleavage. Disintegrin and metalloproteinase domain-containing protein 17 (Homo sapiens), P78536;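 active = inhibition above the mean of compounds lying between control limits plus 3 SD, set per campaign, cut at about 8.5% in these data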;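 note: 0% = DMSO-only wells as the low control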
# PLC-beta3 inh – human PLC-beta3 inhibitors, primary screen, biochemical, fluorescence | Purified PLC-beta3, fluorogenic substrate | inhibition, % at 12.2 µM | 0.18% of 370,000 active; in the data active = inhibition above about 11%;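 note: 0% = median of compound wells on plate and 100% = full blocker control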
# ssDAF12 agonist – S. stercoralis DAF-12 nuclear receptor activators, primary screen, cell-based, luminescence, HEK293, GRIP1 co-expression, lit1-tk-luc | Nuclear hormone receptor DAF-12 (Strongyloides stercoralis) | HEK293 ssDAF-12/GRIP1 lit1-tk-luc reporter; % of 3 µM dafachronic acid response | activation, % at 6.8 µM | 1% of 370,000 active;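 active = activation above the mean over all tested compounds plus 3 SD, cut at about 0.9% in these data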;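 note: 0% = DMSO-only wells and 100% = 3 µM delta7-dafachronic acid wells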
# HGIII-sPLA2 inh – human group III sPLA2 inhibitors, primary screen, biochemical, QFRET, BODIPY PC-A2 liposome substrate. inhibition, % at 12.2 µM. 0.56% of 370,000 active. QFRET BODIPY PC-A2 liposome hydrolysis, fluorescence;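 active = inhibition above mean plus 3 SD of compounds lying within the high and low control bounds, cut at about 19% in these data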;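 note: 0% = median of test compound wells and 100% = no enzyme DMSO wells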
# Target sequence (Q9NZ20 whole entry, looked up): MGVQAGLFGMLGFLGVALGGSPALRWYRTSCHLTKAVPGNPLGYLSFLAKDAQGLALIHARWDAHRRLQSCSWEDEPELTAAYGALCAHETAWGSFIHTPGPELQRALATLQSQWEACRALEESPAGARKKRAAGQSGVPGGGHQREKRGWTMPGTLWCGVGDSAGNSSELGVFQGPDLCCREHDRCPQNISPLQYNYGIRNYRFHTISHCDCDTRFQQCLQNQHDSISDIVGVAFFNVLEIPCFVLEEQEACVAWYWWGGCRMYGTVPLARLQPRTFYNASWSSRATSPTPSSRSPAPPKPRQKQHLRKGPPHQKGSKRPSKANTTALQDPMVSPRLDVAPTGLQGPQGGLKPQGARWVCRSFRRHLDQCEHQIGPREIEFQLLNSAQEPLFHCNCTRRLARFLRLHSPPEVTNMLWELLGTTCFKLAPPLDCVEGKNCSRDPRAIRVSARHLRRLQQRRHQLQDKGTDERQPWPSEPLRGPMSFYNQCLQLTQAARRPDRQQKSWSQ
# ADAM10 inh – human ADAM10 inhibitors, primary screen, biochemical, QFRET, HTS | 0.62% of 370,000 active | AID 720582, 2013 | inhibition, % at 7 µM | recombinant ADAM10, EDANS/DABCYL FRET peptide cleavage, 3 h;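 active = inhibition above a per-campaign cutoff equal to the mean of compounds falling between control-based bounds plus 3 SD, cut at about 20% in these data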;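 note: 0% = DMSO wells while the 100% control is not disclosed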
# Target sequence (O14672 214-748 limits assumed): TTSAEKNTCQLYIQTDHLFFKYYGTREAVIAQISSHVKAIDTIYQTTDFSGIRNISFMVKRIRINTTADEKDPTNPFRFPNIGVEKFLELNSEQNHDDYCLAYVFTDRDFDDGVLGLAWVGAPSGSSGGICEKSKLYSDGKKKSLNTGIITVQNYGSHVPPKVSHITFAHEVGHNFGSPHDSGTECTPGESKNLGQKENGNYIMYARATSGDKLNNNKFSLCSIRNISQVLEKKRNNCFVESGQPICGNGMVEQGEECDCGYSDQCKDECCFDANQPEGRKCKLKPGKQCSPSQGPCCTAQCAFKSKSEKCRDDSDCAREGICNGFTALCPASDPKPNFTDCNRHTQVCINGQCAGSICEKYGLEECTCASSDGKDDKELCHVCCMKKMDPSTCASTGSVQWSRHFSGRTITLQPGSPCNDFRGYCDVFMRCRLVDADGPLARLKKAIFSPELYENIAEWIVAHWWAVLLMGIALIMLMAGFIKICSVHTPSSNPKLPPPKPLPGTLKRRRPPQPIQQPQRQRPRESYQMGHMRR
# DAX1 inh-2 – DAX1 (NR0B1) inhibitors, primary screen, cell-based, HEK293, Gal4-DAX1, luciferase luminescence | Nuclear receptor subfamily 0 group B member 1 (Homo sapiens), P51843 | HEK293 Gal4-DAX1 luciferase reporter | inhibition, % at 6.75 µM | 0.99% of 340,000 active | AID 504766, 2011;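 active = inhibition above the mean over all tested compounds plus 3 SD, cut at about 4.2% in these data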;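 note: 0% = DAX1-transfected cells with DMSO and 100% = empty-vector control cells with DMSO; inhibition shows as a rise in luminescence from relieved DAX1 repression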
# Numbers without * were called inactive; i = inactive; . = no result given.
SMILES,DAX1 inh-1,PLCg1 inh,hgDAF-12 ag,GAA850 FXN act,hcDAF-12 act,ADAM17 inh,PLC-beta3 inh,ssDAF12 agonist,HGIII-sPLA2 inh,ADAM10 inh,DAX1 inh-2
CC(C(=O)Nc1ccc(N2CCOCC2)cc1)N1C(=O)c2ccccc2C1=O (centres undefined),0.0,1,1.4,-0.5,-3.3,-2,1,-1.1,6,8,-0.1
CC1CC(C)CN(CC(O)COc2ccc3c(c2)CCC3)C1 (centres undefined),0.3,2,0.2,1.4,-1.2,-1,1,-1.6,-3,-3,-1.6
O=C(NNC(=O)c1ccccc1[N+](=O)[O-])c1ccco1,-0.2,0,0.6,0.6,-1.8,-3,4,-1.1,1,-2,-0.7
O=C(CN(C(=O)CNC(=O)c1cccs1)c1ccccc1F)NC1CCCCC1,0.1,2,0.5,-1.0,1.7,0,3,-1.3,-3,1,0.1
O=C(Cc1ccc(F)cc1)OCC(=O)c1cc2ccccc2o1,0.0,-8,2.2,-0.7,0.6,-11,-11,-0.9,-10,-19,2.2
CC(=O)N1CCN(CC(=O)Nc2cc([N+](=O)[O-])ccc2Cl)CC1,0.5,6,-0.9,1.5,0.5,-1,-2,-1.3,2,2,0.2
COCCCN(C(=O)CSCC(=O)Nc1cccc(C)c1)c1c(N)n(Cc2ccccc2)c(=O)[nH]c1=O,-0.2,5,0.1,0.0,-1.1,-4,-4,-0.9,0,-5,-1.7
CCOc1ccc(N(CC(=O)NC(C)(C)C)C(=O)c2ccco2)cc1,0.2,-3,0.8,3.5,-0.9,-3,3,-0.6,2,4,-0.9
COc1ccc(-c2ccc(SCC(=O)NC3CCCC3)nn2)cc1,-0.1,3,1.6,-0.6,0.8,7,7,-0.5,2,12,4.4*
O=C(NCCc1ccc(Cl)cc1)C1CCCN(S(=O)(=O)c2cnc[nH]2)C1 (centres undefined),0.1,-3,1.3,-1.5,-0.9,-3,-3,-0.6,-3,-15,0.6
CCCCn1cnc2cc(NCc3cccc(OC)c3O)ccc21,0.0,-26,2.4,1.3,1.2,-4,-34,-1.4,-17,-22,0.2
Cc1c(NC(=O)c2ccco2)c(=O)n(-c2ccccc2)n1C,0.4,1,-1.0,0.5,-0.2,-3,-6,-1.2,-3,2,1.5
COc1ccccc1NC(=O)NCc1ccc(C)n1C,0.5,-3,0.1,0.8,-0.7,-1,-16,-0.7,0,-9,-0.1
N=C1C=CC=C2C1=NC1(CCCCC1)N2O,0.4,-3,-1.3,2.7,-1.0,-3,-9,-0.9,-3,-6,-0.2
O=C(N/N=C1\CC(c2ccccc2)Oc2ccccc21)c1cccnc1 (centres undefined),-0.5,-2,2.1,-1.1,-1.1,-6,-11,-2.0,-2,-19,-1.3
CC(C)C[C@@H]1Cc2[nH][nH]c(=O)c2[C@H](C(C)C)O1,-0.6,0,1.2,.,1.8,-5,5,-0.8,9,-12,.
Cc1ccc(Oc2ccc(NC(=O)C3=CC=CN4CCS(=O)(=O)N=C34)cc2)cc1,-0.6,-17,-0.7,1.1,-1.4,-2,-31,-1.6,-6,16,0.1
CN1CCN(c2oc(COc3ccc(-c4ccccc4)cc3)nc2C#N)CC1,-1.3,11*,-3.3,1.1,-2.8,18*,6,-1.9,-43,27*,-0.4
COc1ccc(Br)cc1C(=O)Nc1ccc(N2CCCC2)cc1,-0.1,-12,1.5,2.8,2.5,4,-28,0.1,0,5,2.7
COc1cccc(-c2ccc(CC[C@H]3O[C@H]4CC[C@H](CO)O[C@H]4C[C@H]3NS(C)(=O)=O)cc2)c1,-0.5,0,0.2,.,-1.3,1,-1,-0.9,-28,5,.
CCOC(=O)N1CCN(S(=O)(=O)c2ccc3c(c2)OCC(=O)N3)CC1,-0.5,-2,-3.2,1.4,-3.6,0,2,-1.6,3,-18,-0.9
CN(C)C(=O)Nc1ccccc1,0.2,5,0.7,-0.8,0.6,-2,-4,-1.4,2,-3,-2.2
COc1cc(CCC(=O)Nc2ccc(S(=O)(=O)N3CCOCC3)cc2)cc(OC)c1OC,-2.2,-5,0.6,-0.5,-0.8,0,-5,-1.4,-6,-5,0.5
Cc1ccc(C(=O)O[C@H](C(=O)O)[C@H](OC(=O)c2ccc(C)cc2)C(=O)O)cc1,-0.4,0,-0.5,-0.3,-1.0,-5,-9,-1.0,1,-2,1.2
C=CCONC(=O)Cc1ccccc1,0.3,-1,-0.5,0.0,0.1,-4,1,-0.8,3,-5,-0.2
COc1ccc(/C=N/NC(=O)c2ccc(NC(C)=O)cc2)cc1COc1ccc(F)cc1F,-0.5,-226,-7.8,0.3,-4.8,-65,-325,-1.8,-3,-93,1.0
NC1=NC(c2cccc(O)c2)n2c(nc3ccccc32)N1 (centres undefined),0.0,-1,1.1,-0.5,0.1,-4,3,-1.2,0,-1,-1.1
COc1ccc(CNC(=O)C2CC(O)CN2C(=O)Nc2ccccc2)cc1 (centres undefined),0.6,0,-1.9,3.1,-1.3,-5,-6,-1.1,6,5,-0.8
O=C(CSc1ccccc1C(=O)O)NCc1ccc(Cl)cc1,-0.6,-2,1.6,2.1,-1.4,-3,1,0.2,4,0,0.2
O=C(NNc1c2ccccc2nc2ccccc12)c1ccc(O)cc1,0.3,-100,-0.3,4.4,-0.8,-213,-120,-1.6,-5,i,-1.2
CCOC(=O)C1=C(N)N(c2ccccc2)C(=O)C1,0.5,5,-1.0,-1.0,-1.0,-1,3,-1.2,-17,7,0.2
CCN1C=C(C(=O)OC)C(c2cccc(C)c2)C(C(=O)OC)=C1,-0.9,i,-1.3,-2.3,-3.3,i,i,-0.6,7,i,-1.1
CCOc1ccc(C(=O)NCCc2ccc3c(c2)OCCO3)cc1,-0.2,7,0.2,-0.1,-1.8,-1,-1,-0.6,9,-1,-0.3
O=C(CCNC(=O)C1CCN(S(=O)(=O)c2ccc(F)cc2)CC1)NCc1ccccn1,1.2,1,-0.5,2.2,-1.1,2,-3,-1.3,2,-10,0.5
CCOc1ccc(/C=C/C(=O)NCc2ccccc2)cc1,-0.9,3,8.6,1.5,-2.3,1,1,-1.8,2,9,1.5
CCCC(=O)NC(NC(=S)Nc1ccc(N=Nc2ccccc2)cc1)C(Cl)(Cl)Cl (centres undefined),-0.4,3,-0.6,-7.7,-0.9,5,6,-1.8,3,3,0.7

# An excerpt of these results, with two lines to a compound.
# Value order: DAX1 inh-1	PLCg1 inh	hgDAF-12 ag	GAA850 FXN act	hcDAF-12 act	ADAM17 inh	PLC-beta3 inh	ssDAF12 agonist	HGIII-sPLA2 inh	ADAM10 inh	DAX1 inh-2
C=CCONC(=O)Cc1ccccc1
  0.3	-1	-0.5	0.0	0.1	-4	1	-0.8	3	-5	-0.2
O=C(CCNC(=O)C1CCN(S(=O)(=O)c2ccc(F)cc2)CC1)NCc1ccccn1
  1.2	1	-0.5	2.2	-1.1	2	-3	-1.3	2	-10	0.5
CCOC(=O)C1=C(N)N(c2ccccc2)C(=O)C1
  0.5	5	-1.0	-1.0	-1.0	-1	3	-1.2	-17	7	0.2
CCN1C=C(C(=O)OC)C(c2cccc(C)c2)C(C(=O)OC)=C1
  -0.9	i	-1.3	-2.3	-3.3	i	i	-0.6	7	i	-1.1
COc1ccc(CNC(=O)C2CC(O)CN2C(=O)Nc2ccccc2)cc1 (centres undefined)
  0.6	0	-1.9	3.1	-1.3	-5	-6	-1.1	6	5	-0.8
COc1ccc(/C=N/NC(=O)c2ccc(NC(C)=O)cc2)cc1COc1ccc(F)cc1F
  -0.5	-226	-7.8	0.3	-4.8	-65	-325	-1.8	-3	-93	1.0

# More compounds.
SMILES,DAX1 inh-1,PLCg1 inh,hgDAF-12 ag,GAA850 FXN act,hcDAF-12 act,ADAM17 inh,PLC-beta3 inh,ssDAF12 agonist,HGIII-sPLA2 inh,ADAM10 inh,DAX1 inh-2
CCOc1ccc(NC(=O)c2ccccc2NC(=O)CNC2CCCC(C)C2C)cc1 (centres undefined),1.6,3,3.0,0.2,-2.0,0,2,-1.1,-7,5,0.7
O=C(Nc1cccc(C(F)(F)F)c1)C1CCN(S(=O)(=O)c2cnc[nH]2)CC1,0.5,2,-1.7,-0.8,-0.5,5,2,-0.6,-33,-6,-0.7
O=C(CN1CCc2ccccc2C1)Nc1ccc(Br)cc1,0.0,-4,1.2,0.5,0.2,-2,-6,-0.9,-7,1,-0.3
COc1ccccc1C(=O)Nc1ccnn1C1CCN(CCC(C)c2ccc(C)o2)CC1 (centres undefined),-0.3,-3,-2.7,0.6,-0.2,-4,-13,-1.0,-12,-2,-0.6
COc1cc(C2c3c(oc4ccccc4c3=O)C(=O)N2Cc2ccco2)ccc1O (centres undefined),0.2,-4,-0.9,0.1,0.0,-3,-1,-2.0,-8,-11,-0.3
COc1ccc(C)cc1NC(=O)C(OC(=O)c1ccc([N+](=O)[O-])o1)c1ccccc1 (centres undefined),-0.7,-1,-5.4,-0.3,-1.5,6,-4,-0.5,-1,1,-0.6
Cc1ccc(OCCC(=O)OCC(=O)N2CC(=O)Nc3ccccc32)cc1,-0.2,-5,-0.7,-1.4,-0.8,-1,-7,-0.7,-3,-4,0.1
COc1ccc(-c2nn(C)c(=O)c3ccccc23)cc1NC(=O)COc1ccccc1,-2.7,0,-0.8,-1.2,-4.4,-3,-1,-1.3,4,-11,1.0
CCOC(=O)c1[nH]cnc1C(=O)Nc1ccc(C)cc1,-0.1,1,-2.8,1.2,-0.3,-2,-5,-1.5,-5,-2,1.1
c1nnc2c3c4c(sc3ncn12)CCC4,-0.5,3,5.7,0.3,0.7,-5,0,-1.7,-1,-3,-0.6
CCOc1cccc(N(C(=O)C2COc3ccccc3O2)C(C(=O)NC2CCCCC2)c2ccc(O)cc2)c1 (centres undefined),0.0,8,2.3,-5.0,0.1,5,11*,-1.1,-21,14,0.4
O=C(c1ccc2ncsc2c1)N1CCCC(C(F)(F)F)C1 (centres undefined),0.7,-6,2.2,2.2,-0.4,-6,-12,-1.1,12,-15,-1.3

# Screening data from PubChem.
